UTI89 phage lysis = inhibition of K1F phage lysis, E. coli UTI89, bacterial capsule biogenesis inhibitors, alamar blue (AID 488966); E. coli UTI89 K1F phage lysis, alamar blue, 2 h; higher % means a stronger effect; inhibition, % at 100 µM, or IC50 in µM where a hit was titrated; 0.02% of 340,000 active;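 active = phage lysis inhibition, versus mean bacterial control, above a set limit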;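 also: capsule biogenesis inhibitors block K1F phage lysis so surviving cells raise fluorescence; higher fluorescence means more inhibition of phage lysis; actives were called in the ten point dose series up to 300 µM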
KOR beta-arrestin-1 = KOR antagonists, beta-arrestin recruitment, cell-based, luminescence, uHTS (AID 1778); KOR beta-arrestin recruitment, luminescence, antagonist mode; higher % means a stronger effect; inhibition, % at 10 µM, or IC50 in µM where a hit was titrated; 0.091% of 290,000 active; in the data active = inhibition above about 50%; also: strong numbers were not always called active
GPR55 antagonists = GPR55 antagonists blocking LPI-driven arrestin recruitment, primary screen, imaging, U2OS, beta-arrestin-GFP, LPI agonist (AID 2013); U2OS GPR55 beta-arrestin-GFP translocation imaging, LPI antagonism; higher % means a stronger effect; 0.13% of 290,000 active; inhibition, % at 10 µM, or IC50 in µM where a hit was titrated;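 active = spots per cell inhibited over 60%, with over 100 cells counted and total cytoplasm intensity under 500,000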;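 also: U2OS cells stably carrying GPR55 and arrestin-GFP stimulated by 5 µM LPI near EC80; imaged beta-arrestin-GFP aggregate spots per cell after agonist stimulation; plate controls were LPI-stimulated DMSO wells for no effect and DMSO wells without LPI for full effect; some results filed as inactive read as strong as hits; confirmed hits need IC50 under 10 µM and bright autofluorescent wells are also inconclusive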
KOR beta-arrestin-2 = kappa opioid receptor activators – cell-based, luminescence, uHTS, primary screen (AID 1777). KOR beta-arrestin recruitment, luminescence; higher % means a stronger effect. one-dose activation, % at 10 µM; EC50 in µM for titrated hits. 0.02% of 280,000 active; in the data active = activation above about 50%, passing the limit was not always enough; also: a part of the inactive calls stands beside numbers as strong as those of hits
NOD1 NF-kB reporter = NOD1 signaling inhibitors, primary screen, cell-based, luminescence, uHTS (AID 1578) | NOD1-driven NF-kB luciferase reporter cells, luminescence; higher % means a stronger effect | one-dose inhibition, % at 4 µM; EC50 in µM for titrated hits | 1% of 290,000 active; in the data active = inhibition mostly above about 36%, no sharp cut-off; inactive = mostly below about 34%;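 also: HEK-293T reporter cells stimulated with the NOD1 agonist gamma-tri-DAP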
NTR1 agonist = NTR1-driven beta-arrestin-GFP spot formation – imaging, U2OS cells, high content, primary screen (AID 493036); P30989; agonist mode; activation, % at 20 µM; 0.17% of 330,000 active;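 active = activation at or above 40% of the spot to cytoplasm intensity ratio, with at least 20 cells analyzed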;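 also: 0% = DMSO without peptide and 100% = 100 nM NTR1 peptide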
Target sequence (P30989 whole entry, looked up): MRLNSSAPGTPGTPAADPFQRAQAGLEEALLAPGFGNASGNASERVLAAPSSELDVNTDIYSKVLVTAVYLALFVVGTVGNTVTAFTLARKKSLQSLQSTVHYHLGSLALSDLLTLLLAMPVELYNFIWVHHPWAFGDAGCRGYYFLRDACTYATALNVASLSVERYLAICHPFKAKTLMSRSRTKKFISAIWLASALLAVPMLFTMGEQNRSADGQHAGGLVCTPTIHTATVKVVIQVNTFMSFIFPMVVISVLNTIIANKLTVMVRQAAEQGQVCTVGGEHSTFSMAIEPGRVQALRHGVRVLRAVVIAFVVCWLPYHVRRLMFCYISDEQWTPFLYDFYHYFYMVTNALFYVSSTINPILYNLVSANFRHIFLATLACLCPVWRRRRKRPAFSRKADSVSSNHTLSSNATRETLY
Rac1 GTP hydrolysis = MgcRacGAP GTPase-activating activity inhibitors, confirmation, biochemical, ADP Hunter fluorescence; MgcRacGAP-stimulated Rac1 GTP hydrolysis, ADP Hunter fluorescence; higher % means a stronger effect; GST-tagged Rac1 F28L mutant substrate; inhibition, % at 30 µM; hits with a dose series show IC50 in µM; 0.6% of 340,000 active; AID 624330;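 active = first-screen hits whose inhibition reached a set limit at any dose in the follow-up dose series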;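 also: fluorescence reports GDP produced by GAP-driven GTP hydrolysis; strong numbers were not always called active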
GPR35 arrestin U2OS = inhibition of zaprinast-stimulated GPR35 beta-arrestin translocation – imaging, U2OS, beta-arrestin-GFP, zaprinast agonist, primary screen (AID 2058); one-dose inhibition, % at 10 µM; IC50 in µM for titrated hits; 0.052% of 290,000 active; U2OS GPR35 beta-arrestin-GFP translocation imaging, zaprinast antagonism; higher % means a stronger effect;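 active = inhibition of at least 50% with at least 30 cells and total cytoplasm GFP at most 10,000,000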
GPR55 activation = GPR55 agonists via beta-arrestin recruitment, primary screen, imaging, U2OS cells, beta-arrestin-GFP redistribution (AID 1961). U2OS GPR55 beta-arrestin-GFP redistribution imaging; higher % means a stronger effect. activation, % at 10 µM; hits with a dose series show EC50 in µM. 0.048% of 290,000 active;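 active = activation above 40% with more than 50 cells counted in the well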;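 also: U2OS osteosarcoma cells stably expressing GPR55 and beta-arrestin-GFP; plate controls were DMSO negative control for no effect and LPI positive control for full effect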
NTR1 agonist cell count 20 µM = second read-out of NTR1 agonist, no call of its own (marks repeat the call); cell count; measured here: cell count, cytotoxicity flag
* marks the source's active call; other numbers are inactive results; [ ] = dose if it differs, or a comment.

CCc1ccc2[nH]c(=O)c(C(c3nnnn3CC3CCCO3)N3CCCc4ccccc43)cc2c1 (stereo not drawn) was read as UTI89 phage lysis 0.3%, KOR beta-arrestin-1 -12%, GPR55 antagonists 5%, KOR beta-arrestin-2 1.5%, NOD1 NF-kB reporter -22%, NTR1 agonist 18, Rac1 GTP hydrolysis 2%, GPR35 arrestin U2OS 0%, GPR55 activation 0.0% and NTR1 agonist cell count 20 µM 88.
For CN(C)/C=N/c1nc(Sc2ccc(C(F)(F)F)cc2[N+](=O)[O-])n[nH]1 the results were UTI89 phage lysis -1.1%, KOR beta-arrestin-1 -16%, GPR55 antagonists 5%, KOR beta-arrestin-2 1.3%, NOD1 NF-kB reporter -3%, NTR1 agonist -0.7, Rac1 GTP hydrolysis 0%, GPR35 arrestin U2OS 6%, GPR55 activation -0.2% and NTR1 agonist cell count 20 µM 66.
Screening CCOC(=O)C1CCN(C(=O)CCC2CCCC2)CC1 returned UTI89 phage lysis 0.0%, KOR beta-arrestin-1 -1%, GPR55 antagonists 7%, KOR beta-arrestin-2 -3.0%, NOD1 NF-kB reporter -39%, NTR1 agonist -0.4, Rac1 GTP hydrolysis 5%, GPR35 arrestin U2OS 12%, GPR55 activation -0.2% and NTR1 agonist cell count 20 µM 71.
For COCCCNC(=O)CCn1c(=O)c2ccccc2n(CC(=O)NCCc2ccc(OC)c(OC)c2)c1=O the results were UTI89 phage lysis 0.6%[50 µM], KOR beta-arrestin-1 12%, GPR55 antagonists 9%, KOR beta-arrestin-2 -1.5%, NOD1 NF-kB reporter -27%, NTR1 agonist -0.2, Rac1 GTP hydrolysis 1%, GPR35 arrestin U2OS 7%, GPR55 activation 0.3% and NTR1 agonist cell count 20 µM 55.
`O=C(CSc1nc2ccccc2s1)Nn1cnnc1` gave UTI89 phage lysis 1.8%, KOR beta-arrestin-1 -77%, GPR55 antagonists -7%, KOR beta-arrestin-2 -0.5%, NOD1 NF-kB reporter 23%, NTR1 agonist 0.5, Rac1 GTP hydrolysis 7%, GPR35 arrestin U2OS 2%, GPR55 activation 0.0% and NTR1 agonist cell count 20 µM 43.
Cc1cccc(NC(=O)CCS(=O)(=O)c2ccccc2)c1 was read as UTI89 phage lysis -0.6%[50 µM], KOR beta-arrestin-1 -28%, GPR55 antagonists -1%, KOR beta-arrestin-2 -0.8%, NOD1 NF-kB reporter -16%, NTR1 agonist -0.5, Rac1 GTP hydrolysis 5%, GPR35 arrestin U2OS -2%, GPR55 activation 0.0% and NTR1 agonist cell count 20 µM 72.
`O=C(COC(=O)c1ccccc1S(=O)(=O)N1CCCCC1)NCC(F)(F)F` gave UTI89 phage lysis 2.0%, KOR beta-arrestin-1 -9%, GPR55 antagonists 6%, KOR beta-arrestin-2 1.8%, NOD1 NF-kB reporter 0%, NTR1 agonist 1.9, Rac1 GTP hydrolysis 4%, GPR35 arrestin U2OS -8%, GPR55 activation -0.1% and NTR1 agonist cell count 20 µM 59.
For CCOc1cc(/C=C2\SC(=Nc3ccc(CC)cc3)NC2=O)ccc1OCC(=O)O the results were UTI89 phage lysis 0.3%, KOR beta-arrestin-1 -19%, GPR55 antagonists 26%, KOR beta-arrestin-2 3.9%, NOD1 NF-kB reporter -6%, NTR1 agonist -0.4, Rac1 GTP hydrolysis 3%, GPR35 arrestin U2OS -7%, GPR55 activation 0.0% and NTR1 agonist cell count 20 µM 40.
`c1ccc(-n2nnnc2Sc2n[nH]c(-c3ccncc3)n2)cc1` gave UTI89 phage lysis 0.3%, KOR beta-arrestin-1 1%, GPR55 antagonists 11%, KOR beta-arrestin-2 -3.9%, NOD1 NF-kB reporter 10%, NTR1 agonist -0.3, Rac1 GTP hydrolysis 4%, GPR35 arrestin U2OS -4%, GPR55 activation 0.0% and NTR1 agonist cell count 20 µM 83.
For COc1ccc(CN(Cc2ccc(C(=O)O)cc2)C(=S)Nc2ccccc2C)cc1OC the results were UTI89 phage lysis 0.9%, KOR beta-arrestin-1 -1%, GPR55 antagonists 9%, KOR beta-arrestin-2 -1.7%, NOD1 NF-kB reporter -17%, NTR1 agonist -0.4, Rac1 GTP hydrolysis 1%, GPR35 arrestin U2OS -6%, GPR55 activation -0.3% and NTR1 agonist cell count 20 µM 58.
CCN(Cc1cc(=O)n2ccsc2n1)Cc1nc2ccccc2c(=O)[nH]1 was read as UTI89 phage lysis 0.6%, KOR beta-arrestin-1 10%, GPR55 antagonists 4%, KOR beta-arrestin-2 -1.2%, NOD1 NF-kB reporter -52%, NTR1 agonist 0.4, Rac1 GTP hydrolysis 5%, GPR35 arrestin U2OS 6%, GPR55 activation -0.2% and NTR1 agonist cell count 20 µM 46.
`CCOC(=O)C(C)On1c(-c2cccc(Cl)c2)nc2ccc([N+](=O)[O-])cc21` (stereo not drawn) gave UTI89 phage lysis -0.6%, KOR beta-arrestin-1 -6%, GPR55 antagonists 0%, KOR beta-arrestin-2 0.0%, NOD1 NF-kB reporter -26%, NTR1 agonist 9.6, Rac1 GTP hydrolysis 15%, GPR35 arrestin U2OS -21%, GPR55 activation -0.2% and NTR1 agonist cell count 20 µM 55.
For Clc1ccc(C2=Nc3cc(Cl)ccc3OC2)cc1 the results were UTI89 phage lysis 0.2%, KOR beta-arrestin-1 15%, GPR55 antagonists -6%, KOR beta-arrestin-2 -2.7%, NOD1 NF-kB reporter -61%, NTR1 agonist 0.5, Rac1 GTP hydrolysis 13%, GPR35 arrestin U2OS -14%, GPR55 activation 0.2% and NTR1 agonist cell count 20 µM 30.
For C#Cc1ccc([C@H]2C=C(C(=O)OCC=C)O[C@@H](OCC)[C@@H]2CCCO)cc1 the results were UTI89 phage lysis 0.0%, KOR beta-arrestin-1 -2%, GPR55 antagonists 3%, KOR beta-arrestin-2 -6.5%, NOD1 NF-kB reporter -28%, NTR1 agonist 3.5, Rac1 GTP hydrolysis 7%, GPR35 arrestin U2OS 1%, GPR55 activation -0.2% and NTR1 agonist cell count 20 µM 55.
For C=CCn1c(CCCNC(=O)c2ccccc2OC)nc2ccccc21 the results were UTI89 phage lysis -0.1%, KOR beta-arrestin-1 20%, GPR55 antagonists 2%, KOR beta-arrestin-2 -1.7%, NOD1 NF-kB reporter -32%, NTR1 agonist -0.7, Rac1 GTP hydrolysis 12%, GPR35 arrestin U2OS 10%, GPR55 activation -0.8% and NTR1 agonist cell count 20 µM 66.
C=CCc1c(N(CC)CC)nc(C)[nH]c1=O was read as UTI89 phage lysis 1.8%[50 µM], KOR beta-arrestin-1 -30%, GPR55 antagonists 5%, KOR beta-arrestin-2 6.9%, NOD1 NF-kB reporter 2%, NTR1 agonist 1.4, Rac1 GTP hydrolysis 8%, GPR35 arrestin U2OS -12%, GPR55 activation 0.5% and NTR1 agonist cell count 20 µM 87.
COc1cc(C(CCN2CCN(c3ccccc3)CC2)c2c(OC)cc(OC)c3c(C)cc(=O)oc23)cc(OC)c1OC (stereo not drawn) was read as UTI89 phage lysis 2.3%, KOR beta-arrestin-1 38%, GPR55 antagonists 19%, KOR beta-arrestin-2 1.6%, NOD1 NF-kB reporter -8%, NTR1 agonist -0.6, Rac1 GTP hydrolysis 10%, GPR35 arrestin U2OS -22%, GPR55 activation 0.0% and NTR1 agonist cell count 20 µM 92.
For CCn1cc(C(=O)N2CCCC2)c(=O)c2cc(S(=O)(=O)N(C)C)ccc21 the results were UTI89 phage lysis -2.0%, KOR beta-arrestin-1 -3%, GPR55 antagonists 10%, KOR beta-arrestin-2 -4.5%, NOD1 NF-kB reporter -6%, NTR1 agonist -0.5, Rac1 GTP hydrolysis 0%, GPR35 arrestin U2OS 14%, GPR55 activation -0.2% and NTR1 agonist cell count 20 µM 57.
CCN1CCN(S(=O)(=O)c2ccc(Cl)c(C(=O)Nc3ccc(OC(F)F)cc3)c2)CC1 was read as UTI89 phage lysis 0.3%[50 µM], KOR beta-arrestin-1 -5%, GPR55 antagonists 4%, KOR beta-arrestin-2 -1.0%, NOD1 NF-kB reporter -17%, NTR1 agonist 0.4, Rac1 GTP hydrolysis 3%, GPR35 arrestin U2OS 14%, GPR55 activation -0.1% and NTR1 agonist cell count 20 µM 49.
Screening COc1ccccc1NC(=O)Nc1cc(F)ccc1F returned UTI89 phage lysis 0.0%, KOR beta-arrestin-1 -32%, GPR55 antagonists 8%, KOR beta-arrestin-2 -1.4%, NOD1 NF-kB reporter -38%, NTR1 agonist 1.6, Rac1 GTP hydrolysis 7%, GPR35 arrestin U2OS -3%, GPR55 activation 0.2% and NTR1 agonist cell count 20 µM 68.
For CC(=O)Nc1ccc(Nc2c([N+](=O)[O-])c(=O)n(-c3ccccc3)c3ccccc23)cc1 the results were UTI89 phage lysis 0.1%, KOR beta-arrestin-1 1%[20 µM], GPR55 antagonists 9%, KOR beta-arrestin-2 2.4%, NOD1 NF-kB reporter -28%, NTR1 agonist 0.1, Rac1 GTP hydrolysis 11%, GPR35 arrestin U2OS 6%, GPR55 activation -0.2% and NTR1 agonist cell count 20 µM 56.
CC(CC(=O)N1CCc2ccccc21)S(=O)(=O)c1ccc2c(c1)NC(=O)CO2 (stereo not drawn) was read as UTI89 phage lysis 1.9%, KOR beta-arrestin-1 -37%, GPR55 antagonists -22%, KOR beta-arrestin-2 10%, NOD1 NF-kB reporter 30%, NTR1 agonist 1.0, Rac1 GTP hydrolysis 5%, GPR35 arrestin U2OS -5%, GPR55 activation -0.4% and NTR1 agonist cell count 20 µM 71.
Screening COC(=O)CC1SCCNC1=O (stereo not drawn) returned UTI89 phage lysis -0.1%, KOR beta-arrestin-1 6%, GPR55 antagonists 0%, KOR beta-arrestin-2 0.3%, NTR1 agonist 0.4, Rac1 GTP hydrolysis 11%, GPR35 arrestin U2OS 0%, GPR55 activation -0.2% and NTR1 agonist cell count 20 µM 57.
Screening CCOC(=O)c1c(CN2CCCCC2C)oc2ccc(OC)cc12 (stereo not drawn) returned UTI89 phage lysis 8.7%, KOR beta-arrestin-1 -4%, GPR55 antagonists 11%, KOR beta-arrestin-2 0.6%, NOD1 NF-kB reporter -7%, NTR1 agonist 0.8, Rac1 GTP hydrolysis 8%, GPR35 arrestin U2OS -5%, GPR55 activation 0.2% and NTR1 agonist cell count 20 µM 64.
Cc1cc(N=Cc2c(O)ccc3cc(Br)ccc23)no1 was read as UTI89 phage lysis -0.2%, KOR beta-arrestin-1 -38%, GPR55 antagonists -7%, KOR beta-arrestin-2 4.2%, NOD1 NF-kB reporter -21%, Rac1 GTP hydrolysis 3%, GPR35 arrestin U2OS -6% and GPR55 activation -0.1%.

Some of the compounds tested, so the mix of outcomes need not match the whole.
